Mac1 fbg inh: inhibitors of human CD11b/CD18 binding to fibrinogen; inhibition, % at 10 µM; K562 CD11b/CD18 adhesion to fibrinogen, ATPlite luminescence; Mn2+ added to activate the integrin; actives 0.54% (n = 93,000); P05107+P11215; AID 1497;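 active = primary inhibition of 50% or more at 10 µM, then 40% or more on retest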; also: some results filed as inactive read as strong as hits
Target sequence (P05107 whole entry, looked up, other chains not shown): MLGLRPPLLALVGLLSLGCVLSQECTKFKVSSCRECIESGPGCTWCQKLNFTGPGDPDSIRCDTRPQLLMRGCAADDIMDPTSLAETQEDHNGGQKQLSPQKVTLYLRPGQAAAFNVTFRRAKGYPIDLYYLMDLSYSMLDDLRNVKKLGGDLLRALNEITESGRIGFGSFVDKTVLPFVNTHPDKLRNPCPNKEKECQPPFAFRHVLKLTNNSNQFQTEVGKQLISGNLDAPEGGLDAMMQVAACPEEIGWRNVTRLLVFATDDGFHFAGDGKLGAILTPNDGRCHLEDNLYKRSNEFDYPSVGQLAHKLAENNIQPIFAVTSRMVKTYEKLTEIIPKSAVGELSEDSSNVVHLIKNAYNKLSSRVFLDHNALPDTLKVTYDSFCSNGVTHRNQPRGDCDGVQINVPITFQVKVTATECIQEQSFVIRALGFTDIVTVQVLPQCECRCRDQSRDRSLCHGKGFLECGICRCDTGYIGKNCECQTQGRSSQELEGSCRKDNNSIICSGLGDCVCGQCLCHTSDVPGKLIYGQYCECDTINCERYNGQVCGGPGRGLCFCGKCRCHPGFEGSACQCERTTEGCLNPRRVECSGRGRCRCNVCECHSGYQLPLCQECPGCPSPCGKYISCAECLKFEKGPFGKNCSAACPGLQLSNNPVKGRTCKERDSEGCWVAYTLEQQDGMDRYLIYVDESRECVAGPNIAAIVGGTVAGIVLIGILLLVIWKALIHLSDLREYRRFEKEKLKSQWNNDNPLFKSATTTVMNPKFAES
Pyk2 oligo antag: Pyk2 (human) oligomerization antagonism. z-score (the deposit names both 25 µM and 10 µM). Q14289. AID 1347419. Q293 cells, Pyk2 FERM NanoBiT luminescence; active compounds read low. actives 0.83% (n = 99,000);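 active = Z-score of -3 or lower, scaled per plate to the spread of control and sample wells; inactive = z-score above -3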;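 also: negative z-score means lost luminescence so less FERM oligomerization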
CYP2C9 activ: increases human cytochrome P450 2C9 activity; P11712; recombinant CYP2C9, luciferin-H conversion, luminescence; active compounds read high; factor 1 = untreated enzyme, 0 = blocked; activation factor at 5 µM; actives 1.4% (n = 96,000); AID 1024;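 active = activation factor of 2 or more for CYP2C9 at a 5 µM dose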;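 also: 0 = sulfaphenazole-blocked wells and 1 = vehicle-only wells; values of inactives mirror those of a sister screen read the other way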
PLAP activator: human PLAP activation. P05187. purified PLAP enzyme, luminescent substrate read-out; active compounds read high. activation fold at 20 µM. actives 1.2% (n = 96,000). AID 696; in the data active = activation fold above about 2
MT1-MMP txn act: MT1-MMP promoter transcription activation; HT1080 MT1-MMP promoter luciferase reporter, luminescence, overnight; active compounds read high; activation factor at 10 µM; actives 0.16% (n = 86,000); AID 750;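 active = activation factor of at least 2 for MT1-MMP transcription at 10 µM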
CYP2C9 inhib: human CYP2C9 inhibition; actives 20% (n = 96,000); CYP2C9 Supersomes, luciferin-H conversion, luminescence; inhibition, % at 5 µM; AID 777; P11712;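 active = blocking of liver enzyme CYP2C9 beyond about 50% at 5 µM, limit read from the data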; also: values of inactives mirror those of a sister screen read the other way
CYP2C19 inh: blocks human cytochrome P450 2C19 | P33261 | actives 21% (n = 96,000) | AID 778 | CYP2C19 Supersomes, luciferin-H EGE luminescence, 30 min | inhibition, % at 5 µM;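 active = CYP2C19 inhibition above a set limit at 5 µM in the primary screen, cut at about 50% in these data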;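 also: plate controls were negative control wells for no effect and 2.5 mM tranylcypromine positive control for full effect; values of inactives mirror those of a sister screen read the other way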
CYP2C19 activ: cytochrome P450 2C19 (human) activation; AID 1025; activation factor at 5 µM; 96,000 tested, under 10 active; recombinant CYP2C19, luciferin-H EGE luminescence; active compounds read high; 0 = fully inhibited enzyme, 1 = untreated enzyme; P33261;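 active = activation factor of at least 2 at 5 µM in the primary screen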;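 also: 0 = wells with 2.5 mM tranylcypromine and 1 = vehicle-only wells; values of inactives mirror those of a sister screen read the other way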
Mac1 fbg enh: increases human CD11b/CD18 adhesion to fibrinogen; activation, % at 10 µM; P05107+P11215; K562 CD11b/CD18 adhesion to fibrinogen, ATPlite luminescence; AID 1499; actives 0.07% (n = 93,000);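 active = 10 µM primary screen giving 50% or more activity, confirmed by 40% or more on retest at that dose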; also: strong numbers were not always called active; reference of the scale not given here
* hit, by the source's call; nt = not tested or not shown.

Values in the order: Mac1 fbg inh	Pyk2 oligo antag	CYP2C9 activ	PLAP activator	MT1-MMP txn act	CYP2C9 inhib	CYP2C19 inh	CYP2C19 activ	Mac1 fbg enh
- Nc1nc(NCc2ccccc2)nc(Nc2cccc(F)c2)c1[N+](=O)[O-]
→ nt	-0.05	nt	0.9	nt	nt	-6	1.1	nt
- O=C(NNC(=O)C1CCCO1)c1ccc(Cl)cc1 (centres undefined)
→ -35	0.96	0.9	2.2*	nt	7	-4	1	-1
- CCOC(=O)N1CCN(Cc2nc3c(c(=O)n(C)c(=O)n3C)n2Cc2ccccc2C)CC1
→ 2	1.6	1.1	1.9	1	-12	0	1	-4
- Cn1c(SCC(=O)NC2CCCCC2)nnc1-c1cc2ccccc2o1
→ -5	0.34	0.9	1.1	1.4	9	44	0.6	-6
- CC(C)NC(=O)CSc1nnc2sc3ccccc3n12
→ -3	0.02	1.6	0.8	1.4	-62	13	0.9	4
- Cc1ccc(OCc2nc(-c3ccc(Cl)cc3)n[nH]2)cc1
→ 1	-1.2	0.1	1.7	1.1	94*	95*	0	3
- O=C(Nc1ccccc1)NC1CC2CCC(C1)N2Cc1nnnn1Cc1ccc2c(c1)OCO2 (centres undefined)
→ 2	-0.3	0.6	0.8	1.1	40	17	0.8	-4
- O=C(Nc1cnn(Cc2c(Cl)cccc2Cl)c1)C(c1ccccc1)c1ccccc1
→ -47	-2	0.1	0.9	nt	87*	15	0.8	-3
- CCCn1nc2cc(C(=O)NCc3ccccc3OC)ccc2c1OCC
→ nt	nt	1	1	nt	4	1	1	nt
- CCSc1nc(C(F)(F)F)cc(=O)n1-c1ccccc1
→ nt	-0.3	1.6	1.1	nt	-59	12	0.9	nt

(continued)
Values in the order: Mac1 fbg inh	Pyk2 oligo antag	CYP2C9 activ	PLAP activator	MT1-MMP txn act	CYP2C9 inhib	CYP2C19 inh	CYP2C19 activ	Mac1 fbg enh
- COc1cccc(NC(=O)Cn2c(-c3cncs3)nc3ccccc32)c1
→ -3	-0.81	0.2	2*	1.1	83*	76*	0.2	1
- COc1ccc(NC(=O)CCCCCN2C(=O)CCC2=O)cc1Cl
→ -5	0.86	0.9	0.8	nt	10	19	0.8	0
- COc1ccc(C(=O)NCCSc2ccccn2)cc1
→ -3	-0.68	1	0.8	0.8	4	18	0.8	-4
- CC(C)(C)NC(=O)CSc1nc2ccc(NC(=O)CSc3nnnn3Cc3ccccc3)cc2s1
→ 2	-1.6	0.5	1.4	1.1	49	52*	0.5	0
- CC1CC(C)CN(S(=O)(=O)c2ccc(C(=O)NCCCn3ccnc3)cc2)C1 (centres undefined)
→ -3	1.1	0.1	1	1	90*	32	0.7	2
- COc1cc(-c2nnc(SCC3(c4ccccc4)OCCO3)o2)cc(OC)c1OC
→ 19	-0.94	1.6	1.5	nt	-65	76*	0.2	0
- CC(=O)N(CCC(Cc1ccccc1)c1ccc2c(c1)OCO2)Cc1ccc(Cl)cc1 (centres undefined)
→ -14	-2.1	0.2	1.5	nt	75*	76*	0.2	14
- O=C(Nc1nc2ccccc2n1CCN1CCCCC1)C1CCCCC1
→ nt	-0.56	0.9	1.6	1.2	6	16	0.8	nt
- O=S(=O)(/N=C(/c1ccc(Cl)cc1)N1CCOCC1)c1ccc(Cl)cc1
→ nt	1.8	1	0.9	nt	-3	0	1	nt
- O=C(COc1ccc2ccccc2c1)Nc1cccc2cccnc12
→ -7	0.82	1.6	1	1.1	-55	3	1	-4

An excerpt from above in order of SMILES length, lowest first:
Values in the order: Mac1 fbg inh	Pyk2 oligo antag	CYP2C9 activ	PLAP activator	MT1-MMP txn act	CYP2C9 inhib	CYP2C19 inh	CYP2C19 activ	Mac1 fbg enh
- COc1ccc(C(=O)NCCSc2ccccn2)cc1
→ -3	-0.68	1	0.8	0.8	4	18	0.8	-4
- CCSc1nc(C(F)(F)F)cc(=O)n1-c1ccccc1
→ nt	-0.3	1.6	1.1	nt	-59	12	0.9	nt
- O=C(COc1ccc2ccccc2c1)Nc1cccc2cccnc12
→ -7	0.82	1.6	1	1.1	-55	3	1	-4
- O=C(Nc1nc2ccccc2n1CCN1CCCCC1)C1CCCCC1
→ nt	-0.56	0.9	1.6	1.2	6	16	0.8	nt
- COc1ccc(NC(=O)CCCCCN2C(=O)CCC2=O)cc1Cl
→ -5	0.86	0.9	0.8	nt	10	19	0.8	0
- COc1cc(-c2nnc(SCC3(c4ccccc4)OCCO3)o2)cc(OC)c1OC
→ 19	-0.94	1.6	1.5	nt	-65	76*	0.2	0
- CC1CC(C)CN(S(=O)(=O)c2ccc(C(=O)NCCCn3ccnc3)cc2)C1 (centres undefined)
→ -3	1.1	0.1	1	1	90*	32	0.7	2
- CC(=O)N(CCC(Cc1ccccc1)c1ccc2c(c1)OCO2)Cc1ccc(Cl)cc1 (centres undefined)
→ -14	-2.1	0.2	1.5	nt	75*	76*	0.2	14
- CC(C)(C)NC(=O)CSc1nc2ccc(NC(=O)CSc3nnnn3Cc3ccccc3)cc2s1
→ 2	-1.6	0.5	1.4	1.1	49	52*	0.5	0

Later entries.
Values in the order: Mac1 fbg inh	Pyk2 oligo antag	CYP2C9 activ	PLAP activator	MT1-MMP txn act	CYP2C9 inhib	CYP2C19 inh	CYP2C19 activ	Mac1 fbg enh
- O=c1c(F)cn(C2CCCO2)c(=O)n1Cc1c(Cl)cccc1Cl (centres undefined)
→ 6	0.01	0.7	1	1.1	33	66*	0.3	-2
- O=C1c2ccccc2-c2c1cccc2C(=O)N1CCN(C(=O)c2ccco2)CC1
→ -2	-0.27	0.8	1.1	nt	25	9	0.9	-1
- CCN=C1SC(CC(=O)NC(N)=O)C(=O)N1CC (centres undefined)
→ -14	0.46	1.1	1	1.1	-13	3	1	-5
- CCCOC(=O)C1=C(C)NC2=C(C(=O)CCC2)C1c1ccc(N(C)C)cc1 (centres undefined)
→ 12	0.17	0.4	1.2	1.2	56*	22	0.8	-2
- Cc1ccccc1N1CCN(c2ncnc3scc(-c4cccs4)c23)CC1
→ -5	-2.4	0.5	1	1	48	28	0.7	5
- O=C1C2C3C=CC(CO)(O3)C2C(=O)N1c1ccc(-c2ccccc2)cc1 (centres undefined)
→ -2	nt	0.8	1.5	1.5	17	32	0.7	2
- CC1CC(=O)C2=C(C1)OC(N)=C(C#N)C2c1coc2ccccc2c1=O (centres undefined)
→ 12	-1.7	0.6	0.9	1.1	40	20	0.8	-1
- O=C(CSc1nnc(-c2ccccc2Br)o1)Nc1cccc2ccccc12
→ -52	3.3	0.9	0.8	1.1	9	12	0.9	5
- CC(OC(=O)Cc1coc2cc3c(cc12)CCC3)C(=O)NCc1ccc2c(c1)OCO2 (centres undefined)
→ -3	0.15	0.9	0.8	nt	13	17	0.8	-7
- CCOc1ccc(OCC)c(NC(=O)CSc2nnc(-c3cccnc3)o2)c1
→ -2	0.36	0.7	1	1.2	31	24	0.8	1

Next part:
Values in the order: Mac1 fbg inh	Pyk2 oligo antag	CYP2C9 activ	PLAP activator	MT1-MMP txn act	CYP2C9 inhib	CYP2C19 inh	CYP2C19 activ	Mac1 fbg enh
- CC(C)Sc1nc2c(c(=O)n(C)c(=O)n2C)n1Cc1ccc(Cl)cc1
→ 5	-0.47	0.8	1.1	1.1	24	32	0.7	0
- Cc1ccc(C2CC(c3cccs3)=NN2C(=O)c2ccc(Br)o2)cc1 (centres undefined)
→ 14	-1.4	0.6	1.1	1.2	43	30	0.7	2
- CCOc1ccccc1C1CC(=O)NC2=C1C(=O)CC(C)(C)C2 (centres undefined)
→ 12	0.71	0.9	1.1	1.2	13	21	0.8	-3
- O=C1COc2ccc(C(=O)c3ccccc3)cc2CN1
→ 2	0	0.9	0.8	nt	7	17	0.8	-2
- CCOc1ccccc1NC1c2ccccc2C(=O)N1c1ccc(C)cn1 (centres undefined)
→ 0	nt	0.7	0.7	1.1	30	44	0.6	-4
- CCOc1ccc(C2C=C(c3ccc(F)cc3)Nc3ncnn32)cc1 (centres undefined)
→ -20	1.2	0.4	1.4	1	59*	44	0.6	6
- CN1C(=S)SC(N(O)C(=O)Nc2cccc3ccccc23)C1(C)C (centres undefined)
→ 14	-3.8*	0.8	0.8	1.1	23	13	0.9	1
- O=C1c2ccccc2C(Nc2cccnc2)N1Cc1ccc2c(c1)OCO2 (centres undefined)
→ -5	nt	0.7	0.8	1.2	29	57*	0.4	-1
- Cc1nc2sc(C(c3cccs3)N3CC(C)CC(C)C3)c(O)n2n1 (centres undefined)
→ 16	nt	1.1	1.5	1.1	-14	67*	0.3	2
- Cc1ccc(C)c(Cn2c(C(C)O)nc3ccccc32)c1 (centres undefined)
→ 3	0.01	1	1.3	1.4	1	32	0.7	-1

Later entries.
Values in the order: Mac1 fbg inh	Pyk2 oligo antag	CYP2C9 activ	PLAP activator	MT1-MMP txn act	CYP2C9 inhib	CYP2C19 inh	CYP2C19 activ	Mac1 fbg enh
- CCn1nnnc1-c1ccc(OC)c(S(=O)(=O)NCCc2ccccc2)c1
→ -14	0.05	0.3	1.5	1.2	68*	89*	0.1	-2
- O=C(c1ccc2nc(N3CCCCC3)sc2c1)N1CCN(Cc2ccc3c(c2)OCO3)CC1
→ 8	nt	0.2	1.5	1.2	83*	89*	0.1	1
- COc1cc(NC(=O)C23CC4CC(C2)CC(n2nnc(C)n2)(C4)C3)c(OC)cc1Cl
→ 66	-0.28	1	1	1.2	-2	17	0.8	-3
- O=C(O)c1ccc(-n2nc(C(F)(F)F)c3c2-c2ccoc2CC3)cc1
→ 0	0.43	0.9	0.9	1.1	12	6	0.9	1
- O=C(OC(C(=O)O)C(OC(=O)c1ccccc1)C(=O)NCc1ccccc1)c1ccccc1 (centres undefined)
→ nt	0.95	1.1	1.2	nt	-14	-9	1.1	nt
- Cc1ncc([N+](=O)[O-])n1CCOC(=O)c1ccc(Cl)cc1Cl
→ -6	-0.22	0.8	1	nt	22	51*	0.5	8
- O=C(O)c1ccc2c3c(ncnc13)-c1ccccc1C2=O
→ -7	nt	1	1	1	-1	14	0.9	2
- O=C(c1ccc(Cl)cc1)c1cnc(Nc2ccccc2)s1
→ nt	-0.08	0.8	0.8	nt	22	-11	1.1	nt
- COc1cccc(C(=O)NC(=S)Nc2ccc(Cl)c(C(=O)O)c2)c1
→ 25	0.24	1.1	1.2	nt	-7	-21	1.2	-2
- Cc1c(Cl)cccc1-c1ccc(C(=O)N2CCN(c3ccc([N+](=O)[O-])cc3)CC2)o1
→ 30	-1.8	0.8	1.3	nt	17	15	0.8	-2

Next section:
Values in the order: Mac1 fbg inh	Pyk2 oligo antag	CYP2C9 activ	PLAP activator	MT1-MMP txn act	CYP2C9 inhib	CYP2C19 inh	CYP2C19 activ	Mac1 fbg enh
- Clc1ccccc1-c1nn2c(COc3ccccc3)nnc2s1
→ 23	0	0.2	1.2	1.1	82*	95*	0.1	3
- COC(=O)c1ccsc1NC(=O)C1=COCCO1
→ -13	nt	1	1	1	5	-6	1.1	0
- O=C(O)c1ccc(NC(=O)C2CC=CCC2C(=O)O)cc1 (centres undefined)
→ -7	1.1	1.1	1	1.2	-13	-15	1.2	-4
- COc1cc(C(C)=O)ccc1OCC(O)CN1CCN(S(=O)(=O)c2ccccc2)CC1 (centres undefined)
→ 6	0.32	0.8	1.2	1	17	-3	1	-1
- Nc1ccc(N2CCN(C(=O)c3cccs3)CC2)cc1
→ -4	-0.87	0.3	1.3	nt	71*	97*	0	-4
- CSc1nnc2c3cc(F)ccc3n(Cc3ccccc3)c2n1
→ 13	-0.29	1.2	1.1	1.3	-20	-18	1.2	4

Screens from PubChem BioAssay.
